Large T inhibition = SV40 large T antigen inhibitors, biochemical (AID 1903); SV40 large T antigen ATPase/helicase inhibition assay; higher % means a stronger effect; inhibition, % at 20 µM; hits with a dose series show IC50 in µM; actives 0.39% (n = 310,000); in the data active means a potency from the dose series; inconclusive means inhibition mostly from about 32% at the one dose, without a potency; inactive means the rest, 99 in 100 with inhibition below about 32%; further: strong numbers were not always called active
West Nile antiviral = inhibition of WNV-induced cytopathic effect – cell-based, CPE readout (AID 1621); West Nile virus-infected cells, CPE inhibition; higher % means a stronger effect; actives 0.02% (n = 290,000); CPE inhibition, % at 10 µM, or IC50 in µM where a hit was titrated; in the data active means a potency from the dose series; inconclusive means CPE inhibition mostly from about 3.7% at the one dose, without a potency; inactive means the rest, 99 in 100 with CPE inhibition below about 2.2%; further: strong numbers were not always called active
Salmonella PhoP GFP = inhibitors of PhoP regulon expression, primary screen, Salmonella Typhimurium, GFP reporter (AID 1863). actives 0.16% (n = 300,000). S. Typhimurium PhoP-regulated promoter GFP reporter, 4 h; higher % means a stronger effect. inhibition, % at 50 µM; hits with a dose series show IC50 in µM;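 active means inhibition over 29.93%, a cutoff 3 SD above the screen mean, later confirmed by dose response; inconclusive means inhibition over 29.93% but no dose response follow-up; inactive means inhibition at most 29.93% or unconfirmed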;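 further: 0% = low Mg2+ inducing control and 100% = high Mg2+ repressing control; strong numbers were not always called active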
TNAP activation fold = human TNAP enzyme activators, primary screen, biochemical, luminescent, no phosphate acceptor, uHTS (AID 1001); purified TNAP, luminescent activation assay, no phosphate acceptor; higher activation fold means a stronger effect; one-dose activation fold at 20 µM; EC50 in µM for titrated hits; actives 0.03% (n = 200,000); in the data active means activation fold from about 3, or a potency from the dose series; inactive means the rest, 99 in 100 with activation fold below about 1.6; further: many of its hits are not listed in these tables
Ins promoter up = MIN6 insulin promoter up-regulation; MIN6 insulin promoter-GFP reporter, high-content imaging; active compounds read high; z-score at 5 µM; actives 0.3% (n = 190,000); AID 1625;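 active means z-score above 3 at 5 µM with at least 500 cells counted in the well; inconclusive means wells under 500 cells, flagged as cytotoxic or low count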
PMI inhibitors = inhibitors of human PMI, primary screen, biochemical, fluorescence intensity, coupled assay (AID 1209) | purified PMI enzyme, coupled fluorescence intensity; higher % means a stronger effect | one-dose inhibition, % at 20 µM; IC50 in µM for titrated hits | actives 0.42% (n = 190,000);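 further: plate controls were DMSO vehicle for no effect and wells lacking substrate for full effect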
RSV CPE inhibition = RSV antiviral activity via CPE protection, HEp-2 cells, primary 10 µM value included (AID 2391); actives 0.13% (n = 310,000); CPE inhibition, % at 10 µM; hits with a dose series show IC50 in µM; HEp-2 cells, RSV-induced CPE inhibition; higher % means a stronger effect; in the data active means a potency from the dose series; inconclusive means CPE inhibition mostly from about 23% at the one dose, without a potency; inactive means the rest, 99 in 100 with CPE inhibition below about 21%; further: strong numbers were not always called active
PMI inhibition = human PMI inhibitors, high substrate, primary screen, biochemical, fluorescence intensity, high mannose 6-phosphate (AID 1220) | recombinant PMI enzyme, coupled fluorescence intensity; higher % means a stronger effect | inhibition, % at 20 µM; hits with a dose series show IC50 in µM | actives 0.66% (n = 190,000)
ER stress rescue = protection against thapsigargin-triggered cell killing – 384-well, CSM14.1, ATP luminescence, primary screen (AID 1222); CSM14.1 thapsigargin-induced death rescue, ATP luminescence; higher % means a stronger effect; cellular ATP content (survival), % at 20 µM; hits with a dose series show EC50 in µM; 190,000 tested, under 10 active;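 active means EC50 below 50 µM in the dose-response confirmation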;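 further: death triggered by thapsigargin at about 15 µM added after 2 h compound pretreatment; cell ATP read after overnight thapsigargin exposure of roughly 18 to 22 hours; normalized against plate controls of thapsigargin alone and 5% DMSO vehicle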
Ins promoter up cell count = also measured in Ins promoter up; calls as there; cell count; measured here: cytotoxicity, nuclei count;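 total cells summed across four imaged fields per well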
An asterisk follows results filed as active; ? = inconclusive; nt = no result given. Unless noted, no stated cut-off is given here; in the data, active means inhibition above about 50%; inactive means the rest.

SMILES	Large T inhibition	West Nile antiviral	Salmonella PhoP GFP	TNAP activation fold	Ins promoter up	Ins promoter up cell count	PMI inhibitors	RSV CPE inhibition	PMI inhibition	ER stress rescue
C/C(CC(=O)Nc1cc(Cl)ccc1C)=N\NC(=O)C(=O)N1CCCC1	0%	0.1%	13%	nt	nt	nt	nt	-0.4%	nt	nt
Cc1c(O)c2cccnc2[nH]c1=O	5%	0.4%	-8%	1.2	-0.02	1328	-5%	2.2%	-1%	-0.6%
COc1ccc2sc3ccccc3c(=O)c2c1	-7%	-0.4%	-2%	1	0.64	1440	12%	?	13%	0.5%
CC(C)c1csc(CN2CCC(N3CCC(C(=O)NCC4CCCO4)CC3)CC2)n1 (centres undefined)	-1%	-0.7%	4%	1.1	-0.16	1383	11%	-1.6%	6%	-0.9%
O=C(Cc1ccccc1Cl)N1CCN(c2ncccn2)CC1	-1%	0.1%	-16%	1	-0.51	1313	-3%	-1.8%	2%	0.1%
CS(=O)(=O)Nc1ccc(C2=NN(S(C)(=O)=O)C(c3ccc4nccnc4c3)C2)cc1 (centres undefined)	0%	0.7%	4%	1.1	0.61	1528	nt	1.4%	nt	0.0%
COc1ccc2cc(/C=N/NC(=O)CN(c3ccccc3)S(=O)(=O)c3ccccc3)c(Cl)nc2c1	5%	-0.5%	-7%	1.1	-0.05	2249	17%	1.8%	6%	17%
CCCS(=O)(=O)N1CCC(C(=O)N2CCc3ccccc3C2)CC1	-3%	-0.1%	-8%	1.1	-0.11	1445	12%	0.8%	14%	-2.5%
C/C(=N\NC(N)=S)C1(C)CCCCC1	6%	-0.8%	14%	1.1	0.08	1301	-7%	0.2%	-7%	-1.9%
CC1=NNC(=O)C1C(c1ccccc1)C1C(=O)NN=C1C (centres undefined)	19%	-0.2%	9%	0.6	nt	nt	-1%	1.7%	34%	-3.7%
CC1CCCCN1C(=O)CCS(=O)(=O)Cc1ccccc1 (centres undefined)	2%	0.1%	3%	nt	nt	nt	nt	1.4%	nt	nt
CCN1CCN(Cc2ccc(NC(=O)c3ccc(C)c(NC(=O)c4c[nH]c5cc(C(F)(F)F)ccc5c4=O)c3)cc2C(F)(F)F)CC1	10%	-1.8%	0%	nt	?	nt	nt	-3.7%	nt	nt
S=c1[nH]nc(NCCCN2CCOCC2)s1	23µM*	0.6%	-4%	nt	-1.1	1301	nt	-1.8%	nt	nt
CCOC(=O)CSc1nc(C)c(CC)c(C)c1C(N)=O	4%	0.1%	1%	1.1	-0.42	1482	-4%	-2.0%	-9%	-1.4%
O=C(NC(=S)NNC(=O)c1ccco1)c1ccc(F)cc1	23%	0.1%	-6%	nt	nt	nt	nt	0.6%	nt	nt
Cc1ccc(CNS(=O)(=O)c2c(C)[nH]c(C)c2C(=O)N2CCCCC2)cc1	10%	-0.3%	-3%	nt	nt	nt	nt	1.8%	nt	nt
CCOc1ccc(N2CC(C(=O)Nc3ccc(S(=O)(=O)N4CCCC4)cc3)CC2=O)cc1 (centres undefined)	0%	-0.8%	8%	nt	nt	nt	nt	1.7%	nt	nt
Cn1c(O)c(C2=c3ccccc3=NC2=O)[nH]c1=S	4%	0.3%	-12%	0.9	0.07	1306	-2%	3.9%	6%	-3.1%
COC(C(=O)Nc1ccnn1C1CCN(Cc2cnn(C(C)C)c2)CC1)c1ccccc1 (centres undefined)	25%	-0.6%	2%	nt	nt	nt	nt	0.2%	nt	nt
CCOc1ccccc1N1CCN(S(=O)(=O)c2cc(C)ccc2OC)CC1	2%	-1.0%	8%	1	-0.25	1572	nt	-0.6%	nt	0.9%
Cn1cc(Br)c(C(=O)N/N=C/c2cccc(OC3CSC3)c2)n1	2%	-0.6%	-2%	1	0.64	1157	4%	3.4%	-2%	-4.9%
COC(=O)c1cc2c(C)[nH]c(C)c2cc(C(=O)OC)c1=O	5%	0.1%	7%	1.1	0.09	1222	-37%	1.6%	-1%	-1.3%
CN(C)c1nc(N)nc(N(c2ccccc2)c2ccccc2)n1	8%	0.2%	10%	1	nt	nt	11%	2.0%	14%	nt
O=C(O)C1CCN(Cc2cnn(-c3ccccc3)c2-n2cccc2)CC1	2%	0.4%	-8%	nt	nt	nt	nt	0.8%	nt	nt
CC(C)C(=O)NNC(=O)CSc1nnc(-c2ccccc2)c(-c2ccccc2)n1	14%	-1.1%	0%	nt	nt	nt	nt	2.3%	nt	nt
C=CCn1nnnc1SCC(=O)Nc1cccc(OC)c1	1%	-0.5%	11%	1.2	0.54	1247	0%	-0.8%	6%	0.9%
COc1ccccc1OCCNC(=O)Nc1ccc(Br)cc1	0%	0.1%	6%	1.1	-1.7	1625	9%	9.0%	4%	-0.2%
Cc1cc(C)c2cc(C)c(SCC(=O)NCc3ccco3)nc2c1	nt	-1.4%	nt	1	-0.01	1448	10%	2.8%	7%	0.4%
O=C(CN1C(=O)CSc2ccc(S(=O)(=O)N3CCCCC3)cc21)NCc1ccccc1Cl	0%	0.2%	7%	nt	nt	nt	nt	3.6%	nt	nt
O=C(NCC1CCCO1)/C(=C\c1cccc([N+](=O)[O-])c1)NC(=O)c1ccccc1 (centres undefined)	8%	0.4%	-1%	1	-0.19	1273	-7%	3.0%	-1%	-8.2%
OCCn1ccc(-c2ccccc2OCc2ccc(F)cc2)n1	3%	-1.1%	9%	nt	nt	nt	nt	1.6%	nt	nt
Cc1sc2ncnc(SCC(=O)c3ccc(Cl)s3)c2c1C	4%	nt	-10%	1	0.38	1044	-9%	1.0%	-7%	-2.8%
CCCCCCC(=O)Nc1c(O)c2ccccc2[nH]c1=O	11%	0.4%	-13%	1	-1.1	980	2%	0.9%	-2%	-1.8%
CCOc1ccc2[nH]c3c(N4CCN(c5ccccn5)CC4)ncnc3c2c1	11%	-0.7%	25%	1.2	nt	nt	9%	13%	6%	nt
COc1ccc(C)cc1S(=O)(=O)Nc1ccccc1	8%	-0.3%	14%	1.1	nt	nt	-8%	nt	-6%	2.0%
CCNC(=O)C(=O)NCC(c1cccs1)S(=O)(=O)c1ccc(C)cc1 (centres undefined)	-2%	0.1%	-1%	nt	nt	nt	nt	-1.1%	nt	nt
N#C/C(=N\Nc1ccc(S(=O)(=O)N2CCc3ccccc32)cc1)C(N)=S	13%	1.4%	2%	0.7	0.34	1606	30%	21%	22%	-0.7%
O=S(=O)(c1cnc[nH]1)N1CCN(c2ccc(Cl)cc2)CC1	16%	0.4%	4%	1.1	0.49	959	-7%	3.0%	-2%	-0.3%
OCCSc1nc(-c2ccccc2)nc2ccc(F)cc12	nt	-0.3%	nt	1	0.24	1467	20%	?	13%	-1.5%
COc1ccc(CC(=O)N2CCN(S(=O)(=O)c3cccs3)CC2)cc1OC	13%	-0.1%	-6%	nt	-0.22	1021	nt	-0.2%	nt	nt
COC(=O)CSc1nnc(-c2ccco2)o1	1%	0.3%	-1%	1	0.09	1325	3%	-0.8%	10%	-0.5%
CC(C)OCC(O)CS(=O)Cc1ccccc1 (centres undefined)	3%	-0.3%	0%	1.1	nt	nt	-9%	-1.0%	-5%	-0.8%
O=C(O)c1ccccc1-c1ccccc1C(=O)Nc1ccccc1Br	7%	0.5%	8%	nt	nt	nt	nt	0.7%	nt	nt
COc1cc(NC(=O)c2cccs2)cc(OC)c1	7%	0.4%	-2%	1	-0.54	1811	14%	-0.4%	12%	-1.9%
CC(C)CCNC(=O)c1cc(S(=O)(=O)N2CCCCC2)ccc1N1CCOCC1	1%	-0.1%	nt	nt	-0.11	952	nt	0.3%	nt	nt
Cc1cc(NC(=O)C(C)Oc2ccc(Cl)cc2Cl)n(-c2ccccc2)n1 (centres undefined)	7%	-0.9%	-9%	1.1	0.38	784	26%	2.9%	16%	-1.6%
Cc1ccc(C(=O)OCC(=O)c2cc(C)n(CC3CCCO3)c2C)cc1 (centres undefined)	5%	-0.9%	6%	1	-0.25	1510	-5%	3.9%	-6%	-2.1%
O=C(N(c1ccccc1)c1ccccc1)n1ccnc1	4%	0.3%	-12%	1.1	nt	nt	-7%	0.0%	-12%	-2.0%
CCOC(=O)C1=C(c2ccccc2)N=C2SCC(=O)N2C1c1ccc(OCC)c(OCC)c1 (centres undefined)	4%	-0.6%	-9%	1.1	0.27	790	7%	1.6%	8%	-1.5%
Cc1cc(Br)cc(C)c1NC(=O)c1ccccc1[N+](=O)[O-]	-1%	0.3%	-11%	1.2	nt	nt	9%	1.9%	1%	-1.3%
Continued:
SMILES	Large T inhibition	West Nile antiviral	Salmonella PhoP GFP	TNAP activation fold	Ins promoter up	Ins promoter up cell count	PMI inhibitors	RSV CPE inhibition	PMI inhibition	ER stress rescue
CC1=C(C(=O)N2CCOCC2)C(c2cc(C)cs2)NC(=O)N1 (centres undefined)	8%	0.5%	-50%	1.1	0.83	1180	-7%	0.5%	-22%	-0.2%
O=C(C1CC1)N1CCN(c2nc3ccccc3s2)CC1	0%	-0.7%	4%	1.1	-0.22	1340	2%	1.7%	2%	-1.5%
COCCCNS(=O)(=O)c1ccc2c3c(cccc13)C(=O)S2	7%	-0.6%	-1%	1	nt	nt	5%	1.1%	8%	-1.4%
COc1cccc(N2CCN(C(=O)CNC(=O)c3sc4ccccc4c3Cl)CC2)c1	11%	-0.4%	-5%	nt	nt	nt	nt	1.1%	nt	nt
Cc1ccc(C(=O)OCC(=O)NC(=O)Cc2ccccc2)c(O)c1	1%	0.3%	2%	nt	nt	nt	nt	1.0%	nt	nt
O=c1oc2ccccc2c(N2CCCCC2)c1[N+](=O)[O-]	10%	0.1%	-20%	1	-1.4	1118	-4%	1.2%	-1%	8.2%
CC(C)NC(=O)COC(=O)c1cncc(Br)c1	-3%	-0.1%	-9%	1.1	-0.47	1353	-3%	2.7%	-4%	-0.1%
Cc1ccc(-c2nnc(N(C)C(=O)c3cccnc3)s2)cn1	15%	0.7%	10%	1	1.1	1210	-5%	1.4%	5%	0.9%
O=C(Nc1ccc(N2CCOCC2)c(Cl)c1)c1ccc(Cl)cc1	7%	-0.7%	-7%	1	-0.23	1255	8%	1.8%	9%	-0.1%
CC1=NC(C)(C)Cc2cc(C)c(C)cc21	-12%	-0.5%	8%	1.1	0.76	1416	-1%	1.9%	-2%	0.1%
Cc1ccc(C2NC(C(=O)O)CS2)cc1 (centres undefined)	22%	0.4%	0%	1.2	nt	nt	16%	0.9%	14%	-1.8%
CC1=C(C(=O)Nc2ccc(C)cc2C)C(c2ccc(C)o2)NC(=O)N1 (centres undefined)	9%	0.2%	-6%	1.1	-0.14	984	-4%	3.4%	-7%	1.3%
Cc1ccc(C2=C(O)c3ccccc3C(=O)C2=O)cc1	11%	-1.3%	7%	nt	nt	nt	nt	1.4%	nt	nt

For convenience, two of the compounds above:
SMILES	Large T inhibition	West Nile antiviral	Salmonella PhoP GFP	TNAP activation fold	Ins promoter up	Ins promoter up cell count	PMI inhibitors	RSV CPE inhibition	PMI inhibition	ER stress rescue
CC1=C(C(=O)Nc2ccc(C)cc2C)C(c2ccc(C)o2)NC(=O)N1 (centres undefined)	9%	0.2%	-6%	1.1	-0.14	984	-4%	3.4%	-7%	1.3%
Cc1ccc(C2=C(O)c3ccccc3C(=O)C2=O)cc1	11%	-1.3%	7%	nt	nt	nt	nt	1.4%	nt	nt
